Assay outcomes as filed in PubChem BioAssay.
TDP1 inh – inhibitors of human tyrosyl-DNA phosphodiesterase TDP1 | AID 485290 | hit rate 0.28% among 350,000 | Q9NUW8 | recombinant TDP1, AlphaScreen DNA substrate cleavage | Potency, µM (highest dose often 130 µM), without a hit: at the highest dose activity change, negative = inhibition, most hits filed as inhibitors; also: nearly all actives have a fitted effect of over 40% in size
Target sequence (Q9NUW8 whole entry, looked up): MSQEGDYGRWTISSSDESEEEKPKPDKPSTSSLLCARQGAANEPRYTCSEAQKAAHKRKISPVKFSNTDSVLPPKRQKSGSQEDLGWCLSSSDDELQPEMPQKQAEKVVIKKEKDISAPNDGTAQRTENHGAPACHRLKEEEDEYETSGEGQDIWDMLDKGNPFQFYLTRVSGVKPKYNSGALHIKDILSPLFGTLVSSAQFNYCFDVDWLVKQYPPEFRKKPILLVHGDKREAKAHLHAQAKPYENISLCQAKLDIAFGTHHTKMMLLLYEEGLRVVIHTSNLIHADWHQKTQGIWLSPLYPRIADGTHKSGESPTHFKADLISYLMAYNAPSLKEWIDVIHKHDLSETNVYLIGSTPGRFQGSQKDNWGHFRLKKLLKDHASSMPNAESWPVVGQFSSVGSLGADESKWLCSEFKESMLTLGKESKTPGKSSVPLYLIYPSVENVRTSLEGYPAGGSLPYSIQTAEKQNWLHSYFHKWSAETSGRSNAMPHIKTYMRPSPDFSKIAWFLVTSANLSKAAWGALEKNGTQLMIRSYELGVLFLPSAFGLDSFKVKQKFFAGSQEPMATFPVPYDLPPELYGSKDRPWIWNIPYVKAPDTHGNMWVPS
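Enzyme-compound mixtures sat 15 min at room temperature, followed by a 5 min reaction with 15 nM final substrate and 10 min with AlphaScreen beads. Recombinant human Tdp1 was used at 1 nM final.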
FEN1 inhibitor – inhibitors of human flap endonuclease 1; hit rate 0.35% among 390,000; AID 588795; P39748; Recombinant FEN1 flap cleavage, fluorescence, 15 min; Potency, µM (highest dose often 114 µM), for the others: at the top dose activity change, negative = inhibition, actives largely listed as inhibitors; also: nearly all actives have a fitted effect of over 65% in size
Target sequence (P39748 whole entry, looked up): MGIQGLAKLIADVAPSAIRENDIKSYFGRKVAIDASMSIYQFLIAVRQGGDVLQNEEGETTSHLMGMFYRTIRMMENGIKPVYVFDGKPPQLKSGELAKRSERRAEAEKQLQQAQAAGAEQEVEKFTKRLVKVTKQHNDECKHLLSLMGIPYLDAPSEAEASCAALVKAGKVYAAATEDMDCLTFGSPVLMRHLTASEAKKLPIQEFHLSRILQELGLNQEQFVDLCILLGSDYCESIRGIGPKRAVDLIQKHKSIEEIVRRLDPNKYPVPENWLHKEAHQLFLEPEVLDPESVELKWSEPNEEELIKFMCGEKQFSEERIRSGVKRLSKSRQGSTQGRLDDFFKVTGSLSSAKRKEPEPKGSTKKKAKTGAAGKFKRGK
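Reaction started by adding substrate (50 nM final) to 10 nM enzyme after 15 min room-temperature compound preincubation. Reads at 0 and 15 min, with data normalized and fitted to a four-parameter Hill equation.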
N370S GC mod – N370S glucocerebrosidase modulation, Gaucher chaperone candidate; P04062; N370S GC spleen homogenate, 4MU-glucoside fluorescence; Potency, µM (top dose mostly 59.4 µM), without a hit: at the highest dose activity change, negative = inhibition, hits mostly inhibitors; hit rate 0.092% among 330,000; AID 2101;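 also: 0% = full enzyme activity and -100% = no enzyme basal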
Starred values were filed as active, the others as inactive; ? = inconclusive; . = not tested or not shown; & = joins results of further samples; [ ] = remark or other dose. Calls follow the shape of the dose curve; as a rule, active = well fitted curve in the direction sought with a large enough effect; inconclusive = small, poorly fitted or top-dose-only effect, or another doubt; inactive = no such curve, though single readings can be large; an effect the other way counts as inactive or inconclusive. Unless noted, % is scaled to controls: 0 for no effect and ±100 for the full control effect; potency is read from the fitted curve at half-maximal effect.

Screens in order: TDP1 inh, FEN1 inhibitor, N370S GC mod
1: O=C(NCC1CCCO1)C(c1ccc(F)cc1)N(Cc1ccc(F)cc1)C(=O)Cn1nnc(-c2cccs2)n1 (stereo not given)
  -2%, 0%, 7%
2: COc1cccc(CN2CCNC(=O)C2CC(=O)NCCn2ccc3ccccc32)c1OC (stereo not given)
  6%, -10%, -11%
3: Cc1nc(C)c(-c2csc(Nc3ccc(O)cc3C)n2)s1
  ., -1%, -8%
4: Cc1cccc(/C=C(\c2nc3ccccc3[nH]2)S(=O)(=O)c2ccccc2)c1
  -2%, -4%, 9%
5: CCC(=O)Nc1ccc(S(=O)(=O)N2CCc3ccccc32)cc1
  5%, -8%, -2%
6: COc1ccc2oc(C(F)(F)C(F)F)cc(=O)c2c1
  0%, 4%, 24%
7: C=CCOC(=O)Nc1c(C(=O)OC)[nH]c2ccc(Cl)cc12
  5%, 0%, -15%
8: Cc1cc(C)c2oc(C(=O)Nc3sc4c(c3C(=O)NCc3ccco3)CCCC4)cc(=O)c2c1
  5%, -7%, .
9: CCOC(=O)CCSc1n[nH]c(=S)s1
  8%, 11%, 10%
10: Cc1cc(C(F)F)n2nc(C(=O)Nc3cccc(Cl)c3C)nc2n1
  3%, 15%, .
11: CS(=O)(=O)N1CCc2cc(S(=O)(=O)Nc3ccc4c(c3)OCCO4)ccc21
  -3%, 2%, -7%
12: COc1cccc(CNc2nc3ccccc3n2CCN2CCCCC2)c1
  8%, 6%, ?
13: COc1cccc(CNC(=O)c2ccc(OCC(=O)N3CCOCC3)c(OC)c2)c1
  0%, 13%, -1%
14: COc1ccc(C2/C=C\CN(C(=O)C3CCCCC3)C(C)C(=O)N2Cc2ccc(F)cc2)cc1 (stereo not given)
  7%, 2%, -1%
15: NC(=O)c1ccc(Oc2ccc(-c3nnco3)cc2)c([N+](=O)[O-])c1
  -4%, -1%, -15%
16: Cc1cccc(NC(=O)Cn2c(=O)nc(-c3ccccc3)c3ccccc32)c1C
  4%, 18%, .
17: Cc1cc(N2CCCCC2)nc2ccccc12
  -4%, 0%, 11%
18: CCOC(=O)c1sc(=S)sc1SCc1cccc(C(F)(F)F)c1
  0%, -4%, 19%
19: O=C(Nc1ccccc1)N1CCCN(c2ccc(C(F)(F)F)cc2[N+](=O)[O-])CC1
  6%, -9%, -17%
20: COc1ccc(OCC(=O)NNC(=O)c2ccc(-c3ccccc3)cc2)cc1
  -4%, 18%, 5%
21: Cc1cc(C)nc(NC(=O)C(c2ccccc2)c2ccccc2)c1
  4%, -21%, ?
22: Cc1ccc(Cl)c(OCC(=O)OC(C)C(=O)NC2CC2)c1 (stereo not given)
  -10%, -6%, -2%
23: CCN1C(=O)c2ccccc2S(=O)c2ccc(C(=O)N3CCN(c4ccccc4OC)CC3)cc21 (stereo not given)
  5%, -9%, .
24: Cc1oc(CC(C)C)cc1C(=O)Nc1ccc(C(=O)O)cc1
  0%, -14%, 17%
25: CNC(=S)N/N=C/c1c(Cl)cccc1Cl
  1%, 1%, -2%
26: CCOc1ccc(C(=O)c2cn(CC(=O)Nc3cc(OC)ccc3OC)c3cc(OC)c(OC)cc3c2=O)cc1
  9%, -2%, .
27: NCCCC[C@@H](C(=O)NCCCCCCCCCCC(=O)N1CCNCC1)n1cc(CCO)nn1
  -1%, 0%, -22%
28: O=C(NCCCn1ccnc1)C(=O)NCc1ccccc1
  2%, 5%, 7%
29: O=C(CCC(=O)c1cccs1)OCC(=O)N1CCN(S(=O)(=O)c2ccccc2)CC1
  -3%, -2%, -5%
30: Cc1ccc(C(=O)N/C(=C\c2ccco2)C(=O)NCC2CCCO2)cc1C (stereo not given)
  9%, 6%, 0%
31: C=CCN1CCN(c2nc3ccccc3nc2C#N)CC1
  15%&8%, ., ?
32: CCOc1ccc(NC(=O)c2ccc(CNc3c(N4CCCC4)c(=O)c3=O)cc2)cc1
  3%, -14%, 3%
33: Cc1ccc2c(=O)cc(C(=O)Nc3sc4c(c3C(=O)NCC3CCCO3)CCCC4)oc2c1 (stereo not given)
  7%, 9%, .
34: Cc1c(NC(=O)c2cc(=O)[nH]c3ccccc23)c(=O)n(-c2ccccc2)n1C
  2%, -3%, 0%
35: COc1ccc(Cl)cc1NC(=O)CSc1cn(CC(=O)N2CCCC2)c2ccccc12
  5%, -14%, .
36: O=C1CC(c2ccccc2)c2cc(O)ccc2O1 (stereo not given)
  -8%, 7%, 0%
37: CCOc1ccc(CCNC(=O)COC(=O)c2cc(OC)cc(OC)c2)cc1OCC
  3%, 7%, 1%
38: CCOc1cc(N2CCOCC2)c(OCC)cc1NC(=O)c1c(-c2ccccc2Cl)noc1C
  10%, -15%, -1%
39: CCN(CC)S(=O)(=O)c1ccc2c(c1)N(CC(=O)N(CCc1ccncc1)C(C)C)C(=O)CO2
  -1%, -9%, 0%
40: O=C(O)c1sccc1Oc1ccc(NS(=O)(=O)c2ccc(Cl)cc2)cc1
  ., -19%, -8%

Retrieved by structure from the list above, six records:
Screens in order: TDP1 inh, FEN1 inhibitor, N370S GC mod
33: Cc1ccc2c(=O)cc(C(=O)Nc3sc4c(c3C(=O)NCC3CCCO3)CCCC4)oc2c1 (stereo not given)
  7%, 9%, .
37: CCOc1ccc(CCNC(=O)COC(=O)c2cc(OC)cc(OC)c2)cc1OCC
  3%, 7%, 1%
36: O=C1CC(c2ccccc2)c2cc(O)ccc2O1 (stereo not given)
  -8%, 7%, 0%
31: C=CCN1CCN(c2nc3ccccc3nc2C#N)CC1
  15%&8%, ., ?
39: CCN(CC)S(=O)(=O)c1ccc2c(c1)N(CC(=O)N(CCc1ccncc1)C(C)C)C(=O)CO2
  -1%, -9%, 0%
34: Cc1c(NC(=O)c2cc(=O)[nH]c3ccccc23)c(=O)n(-c2ccccc2)n1C
  2%, -3%, 0%

Remaining list, next part:
Screens in order: TDP1 inh, FEN1 inhibitor, N370S GC mod
41: Cc1ccccc1CNC(=O)CCc1ccccc1
  -5%, 6%, 11%
42: Oc1ccc(/C=N/N2CCN(C3c4ccccc4-c4ccccc43)CC2)cc1
  8%, 4%, 12%
43: CC(=O)c1c(C)[nH]c(C(=O)CSc2nnc3ccccn23)c1C
  1%, -4%, 0%
44: CCCN1CCN(CCCNC(=S)Nc2ccc3nc(N4CCN(CC)CC4)cc(C)c3c2)CC1
  0%, -20%, 5%
45: COC(=O)c1c(C)[nH]c(-c2csc(N)n2)c1C
  5%, 9%, -10%
46: COc1ccc2c(c1)C(=O)[C@@H](OC(=O)NCCOc1ccccc1)[C@H](c1ccc(OC)c(Br)c1)O2
  3%, ., 13%
47: CN1C(=O)CC(c2cn(Cc3ccccc3)c3ccccc23)C1=O (stereo not given)
  4%, -19%, 8%
48: O=c1c(C(c2ccc(F)cc2)c2c(O)nc3n(c2=O)CCCS3)c(O)nc2n1CCCS2
  -4%, -3%, 4%
49: CC(=O)N1N=C(c2ccccc2O)CC1c1cccs1 (stereo not given)
  ., -1%, ?
50: COc1ccc2c(c1OC)C(=O)OC2[C@H]1c2c(cc3c(c2OC)OCO3)CCN1C (stereo not given in full)
  9%[21 µM], ., 9%[21.6 µM]

Results in N370S GC mod, for some of the entries so far:
no. | canonical_smiles | N370S GC mod
41 | Cc1ccccc1CNC(=O)CCc1ccccc1 | 11%
42 | Oc1ccc(/C=N/N2CCN(C3c4ccccc4-c4ccccc43)CC2)cc1 | 12%
43 | CC(=O)c1c(C)[nH]c(C(=O)CSc2nnc3ccccn23)c1C | 0%
44 | CCCN1CCN(CCCNC(=S)Nc2ccc3nc(N4CCN(CC)CC4)cc(C)c3c2)CC1 | 5%
45 | COC(=O)c1c(C)[nH]c(-c2csc(N)n2)c1C | -10%
46 | COc1ccc2c(c1)C(=O)[C@@H](OC(=O)NCCOc1ccccc1)[C@H](c1ccc(OC)c(Br)c1)O2 | 13%
47 | CN1C(=O)CC(c2cn(Cc3ccccc3)c3ccccc23)C1=O (stereo not given) | 8%

Continued.
Screens in order: TDP1 inh, FEN1 inhibitor, N370S GC mod
51: CCOC(=O)CCc1nc2ccccc2[nH]c1=O
  0%, -9%, -4%
52: COc1ccc(OC)c(C2C(C(C)=O)=C(C)Nc3ncnn32)c1 (stereo not given)
  5%, 9%, -16%
53: Cn1cc([N+](=O)[O-])c(C(=O)Nc2ccc3nc(-c4ccccc4)[nH]c3c2)n1
  3%, -24%, -6%
54: Cc1cccc(OCc2nnc(SC(C)C(=O)O)n2Cc2ccccc2)c1 (stereo not given)
  5%, 15%, 12%
55: O=C(CN1CCOCC1)Nc1scc2c1c(=O)oc1ccccc12
  ., -14%, -5%
56: O=C(O)c1cc(-c2ccc(/C=N/N3C(=O)C4C5C=CC(CC5)C4C3=O)o2)ccc1Cl (stereo not given)
  ., 1%, -13%
57: Cc1nn(-c2ccccc2)c(N2CCCC2)c1/C=N/Nc1ccc(S(N)(=O)=O)cc1[N+](=O)[O-]
  11%, -22%, -9%
58: Cc1ccc(CCNC(=O)C2CCN(S(=O)(=O)c3ccc4c(c3)NC(=O)C(C)S4)CC2)cc1 (stereo not given)
  0%, -22%, -22%
59: CCN(CC)S(=O)(=O)c1cc(NC(=O)CCc2c(C)noc2C)ccc1C
  -2%, 10%, .
60: COc1cc(CC(=O)NCc2ccc3c(c2)OCO3)cc(OC)c1OC
  7%, -10%, 2%
61: C=C1CCN(C(CC(C)C)C(=O)N2CCOCC2)S(=O)(=O)c2ccccc21 (stereo not given)
  7%, 7%, -8%
62: CCN1C(C(=O)c2ccccc2)=C(OC(=O)COc2ccc(C)cc2)c2ccccc2S1(=O)=O
  4%, 0%, .
63: C=CCNC(=O)CN1C(=O)NC(C)(c2ccc(OC)cc2)C1=O (stereo not given)
  -3%, -5%, -4%
64: Cc1cccc(-n2ccnc2SCC(=O)Nc2nc3ccccc3s2)c1
  7%, 20%, .
65: Cc1cccn2c(=O)c3cc(C(=O)N4CCCCC4C)sc3nc12 (stereo not given)
  0%, 16%, .
66: COc1ccc(NC(=O)COC(=O)Cc2c[nH]c3ccccc23)cc1Cl
  3%, ?, .
67: CN1CCN(S(=O)(=O)c2ccc3c(c2)oc(=O)n3C)CC1
  0%, -2%, -5%
68: CNC(=O)C(=O)NCCN1CCN(S(=O)(=O)c2ccc3ccccc3c2)CC1
  ., -1%, -4%
69: Cc1nn(Cc2ccccc2)c2sc(C(=O)NCc3cccnc3)cc12
  5%, -4%, -3%[2.35 µM]
70: CCOC(=O)N1CCN(C(=O)CSc2ccc(-c3cccnc3)nn2)CC1
  5%, ., -17%

Looked up above:
CN1CCN(S(=O)(=O)c2ccc3c(c2)oc(=O)n3C)CC1 – TDP1 inh: 0%
CNC(=O)C(=O)NCCN1CCN(S(=O)(=O)c2ccc3ccccc3c2)CC1 – FEN1 inhibitor: -1%
CCOC(=O)N1CCN(C(=O)CSc2ccc(-c3cccnc3)nn2)CC1 – TDP1 inh: 5%

More results follow:
Screens in order: TDP1 inh, FEN1 inhibitor, N370S GC mod
71: C/C(=N\NS(=O)(=O)c1ccccc1)c1ccc2c(c1)OCO2
  5%, 1%, -2%
72: Cc1nc2ccc(NS(=O)(=O)c3c(F)cc(F)cc3Br)cc2s1
  2%, 14%, .
73: CCNC(=S)NNC(=O)c1ccoc1C
  4%, -2%, 6%
74: CCOC(=O)N1CCN(C(=O)C2COc3ccccc3O2)CC1 (stereo not given)
  2%, -14%, -18%
75: Brc1cccc(-c2nnc3sc(CNCc4ccco4)cn23)c1
  4%, 13%, 2%
76: CC(C)CNC(=O)C(=O)NCC1OCCCN1S(=O)(=O)c1ccc2c(c1)OCCO2 (stereo not given)
  2%, -5%, -7%
77: COc1ccc(-c2oc3ncn4nc(COc5ccc(Cl)cc5)nc4c3c2-c2ccc(OC)cc2)cc1
  -4%[12.3 µM], 16%, .
